Bioassay records: PubChem, several laboratories
14-3-3 Bad inh: inhibitors of 14-3-3 zeta/Bad binding, primary screen, biochemical, TR-FRET, bovine 14-3-3 zeta; 14-3-3 protein zeta/delta (Bos taurus), P63103; TR-FRET 14-3-3zeta/Dy647-pBad peptide displacement, 1 h; inhibition, % at 21.7 µM; 0.71% of 220,000 active;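 active means inhibition above about 70%, limit read from the data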;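 further: 0% = full 14-3-3 plus peptide FRET controls and 100% = background without 14-3-3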
NPY Y1 blocker: NPY-Y1 receptor antagonists, primary screen, cell-based; Neuropeptide Y receptor type 1 (Homo sapiens), P25929; HEK293-CNG Y1 cells, membrane potential fluorescence; NPY at EC95, then isoproterenol; inhibition, % at 3.6 µM; 1% of 200,000 active; AID 1040, 2008;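 active means inhibition above the campaign mean inhibition of all tested compounds plus 3 SD, cut at about 20% in these data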;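 further: 0% = DMSO wells given NPY plus isoproterenol and 100% = isoproterenol alone without NPY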
Target sequence (P25929 whole entry, looked up): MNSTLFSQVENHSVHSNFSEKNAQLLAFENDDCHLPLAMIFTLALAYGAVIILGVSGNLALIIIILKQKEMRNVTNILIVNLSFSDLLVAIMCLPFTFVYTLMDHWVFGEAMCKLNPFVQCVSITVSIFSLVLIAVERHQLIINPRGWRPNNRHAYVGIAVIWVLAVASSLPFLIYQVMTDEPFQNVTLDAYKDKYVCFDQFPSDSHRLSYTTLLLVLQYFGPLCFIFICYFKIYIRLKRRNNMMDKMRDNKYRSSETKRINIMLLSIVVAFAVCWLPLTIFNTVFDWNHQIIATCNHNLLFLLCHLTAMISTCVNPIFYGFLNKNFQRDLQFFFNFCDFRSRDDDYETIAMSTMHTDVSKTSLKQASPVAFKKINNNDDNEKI
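Benchmarks – high control isoproterenol alone, low control NPY with isoproterenol · Material – HEK293 Y1/CNG channel cell line · Times – dye 3 h, compound 60 min room temperature, stimulation 45 min · Probe or stimulus – NPY (25 nM), isoproterenol (1 µM), Ro 20-1724 (25 µM) · Evaluation – % inhibition of NPY effect · Signal – fluorescence, membrane potential probe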
PGE2 EP2 inh: human EP2 receptor antagonists, primary screen, TR-FRET cAMP, C6 glioma cells. C6 glioma cells expressing human EP2; cells stimulated with saturating PGE2. inhibition, % at 25 µM. 0.52% of 260,000 active. AID 1422, 2008;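 active means percent inhibition above 40 after rounding to a whole number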;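 further: rat C6 glioma host cells with rolipram phosphodiesterase inhibitor present; the protocol text gives 20 µM as final concentration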
PPC-1+TRAIL kill: compounds killing PPC-1 cancer cells with TRAIL present, primary screen, TRAIL potentiator project, ATPLite luminescence, uHTS; PPC-1 cells + TRAIL, ATPLite viability luminescence; cell killing (% activity), % at 4 µM; 0.41% of 220,000 active;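 active means cell killing above 50% in the first pass at 4 µM, then a duplicate retest at 5 µM averaging 50% or more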;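 further: plate controls were cells with TRAIL plus DMSO for no effect and medium-only wells lacking cells for full effect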
TRPML3 ag: human TRPML3 channel agonists, primary screen, cell-based, HEK293 TRPML3-YFP, Fluo-8 calcium fluorescence, 3 µM | activation, % at 3 µM | 0.29% of 220,000 active | AID 1448, 2008 | 100% = the carbachol control signal;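 active means activation above its plate's cutoff, the mean activation of the plate's test wells plus 3 SD, cut at about 12% in these data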;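 further: 0% = DMSO only wells and 100% = carbachol wells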
Target sequence (Q8TDD5 whole entry, looked up): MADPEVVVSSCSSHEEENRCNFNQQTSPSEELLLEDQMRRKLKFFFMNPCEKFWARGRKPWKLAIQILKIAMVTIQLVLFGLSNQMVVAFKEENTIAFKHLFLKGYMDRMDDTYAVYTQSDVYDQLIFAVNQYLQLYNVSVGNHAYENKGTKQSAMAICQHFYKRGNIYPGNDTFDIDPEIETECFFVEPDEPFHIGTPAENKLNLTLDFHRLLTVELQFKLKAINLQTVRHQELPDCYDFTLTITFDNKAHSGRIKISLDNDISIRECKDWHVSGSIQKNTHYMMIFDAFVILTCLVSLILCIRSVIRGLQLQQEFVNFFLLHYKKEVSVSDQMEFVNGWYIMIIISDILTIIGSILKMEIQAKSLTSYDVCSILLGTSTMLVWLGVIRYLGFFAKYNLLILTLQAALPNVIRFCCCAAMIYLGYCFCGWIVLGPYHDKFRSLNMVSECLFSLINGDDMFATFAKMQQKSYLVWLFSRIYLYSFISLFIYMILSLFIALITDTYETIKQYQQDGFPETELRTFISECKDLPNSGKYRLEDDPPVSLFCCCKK
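Material: TRPML3-YFP stable HEK293 cells | Dosing: One concentration, 3 µM nominal, 0.3% DMSO | Timing: 125 s total fluorescence read per well | Technique: Fluo-8 calcium dye fluorescence, ex 470-495, em 515-575 nm | Measure: Percent activation from peak-to-basal fluorescence ratio, scaled between DMSO and carbachol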
CHOP inh: inhibitors of CHOP promoter induction, primary screen, cell-based, unfolded protein response, luciferase reporter. CHO-K1 CHOP-promoter luciferase, tunicamycin-induced, 15-18 h. inhibition, % at 10 µM. 3.8% of 220,000 active;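 active means compounds that reduced the stress-induced luciferase reporter signal by more than about 70% of percent inhibition, limit read from the data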;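 further: 0% = tunicamycin plus vehicle and 100% = wells without tunicamycin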
zfTRPN1 agonist: zebrafish TRPN1 channel agonists, primary screen, cell-based, HEK293, calcium fluorescence; HEK293 zebrafish TRPN1-YFP, Fluo-8 calcium fluorescence; 100% = response to 87 µM carbachol; activation, % at 3 µM; 0.18% of 220,000 active; AID 1424, 2008; transient receptor potential cation channel N1 (TRPN1/NompC), Danio rerio;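 active means activation above its plate's cutoff, the mean activation of test wells on that plate plus 3 SD, cut at about 19% in these data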;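 further: 0% = DMSO alone and 100% = 87 µM carbachol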
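System: zebrafish TRPN1-YFP in HEK293 cells / Dosing: 3 µM single point / Timing: dye loading 1 h at 37 °C, then 30 min room temperature / Signal: Fluo-8 calcium fluorescence, excitation 470-495 nm, emission 515-575 nm / Read-out basis: percent activation from peak over basal fluorescence ratio, control-normalized / Control set: high carbachol 87 µM, low DMSO alone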
EP2 mod: EP2 receptor modulators, cAMP readout, primary screen, cell-based, HTRF cAMP, PGE2 stimulation; EP2-expressing cells, cAMP HTRF FRET, PGE2 co-stimulation; AID 940, 2007; induction, % at 25 µM; Prostaglandin E2 receptor EP2 subtype (Homo sapiens), P43116; 0.83% of 260,000 active;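 active means compounds whose cAMP rise, as percent of the full-agonist control response, exceeds 60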;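 further: rat C6 glioma line stably carrying human EP2 under a CMV promoter; the protocol text gives 20 µM as final concentration; 100% = response of wells given 1 µM PGE2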
NPY-Y1 PAM-ag: NPY-Y1 receptor potentiators or agonists, primary screen, cell-based | activation, % at 3.6 µM | AID 1304, 2008 | NPY-Y1 expressing cells, potentiator/agonist activation | 0.37% of 220,000 active; in the data active means activation above about 33%, passing the limit was not always enough;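 further: cells stimulated with NPY at EC10 then isoproterenol at EC100; 0% = low agonist plus stimulus and 100% = saturating agonist plus stimulus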
* hit, by the source's call; & = joins results of further samples; [ ] = remark or other dose.

Results for O=C(C1=NN[C@@H]2C(=O)N(c3ccccc3C(F)(F)F)C(=O)[C@H]12)c1ccc2ccccc2n1 ?
14-3-3 Bad inh: -10; NPY Y1 blocker: 16; PGE2 EP2 inh: 7; PPC-1+TRAIL kill: 2; TRPML3 ag: 0.2; CHOP inh: -6; zfTRPN1 agonist: 2.6; EP2 mod: 5; NPY-Y1 PAM-ag: -15

How did CCCCC12CN3CCN(CC(C3)/C1=N\NC(=O)Nc1ccccc1)C2 do in these assays?
14-3-3 Bad inh: 7[fluorescence artefact?]; NPY Y1 blocker: 3; PGE2 EP2 inh: 2; PPC-1+TRAIL kill: -6; TRPML3 ag: 0.9; CHOP inh: 2; zfTRPN1 agonist: 0.7; EP2 mod: 12; NPY-Y1 PAM-ag: -3

What do the screens show for `CCOC(=O)N1CCC(NC(=O)CSCc2nc(-c3cccc(OC)c3)oc2C)CC1`?
14-3-3 Bad inh: 11; NPY Y1 blocker: -3; PGE2 EP2 inh: 2; PPC-1+TRAIL kill: 10; TRPML3 ag: 2.1; CHOP inh: 30; zfTRPN1 agonist: 4.9; EP2 mod: 15; NPY-Y1 PAM-ag: 12

What do the screens show for `Cc1cc(C)n(C(=O)CNc2ccc(C)c(C)c2)n1`?
14-3-3 Bad inh: -7; NPY Y1 blocker: 1; PGE2 EP2 inh: 10; PPC-1+TRAIL kill: 19; TRPML3 ag: 0.4; CHOP inh: 12; zfTRPN1 agonist: 0.1; EP2 mod: 21; NPY-Y1 PAM-ag: -9

What do the screens show for `O=C(CN(C(=O)CNC(=O)c1ccco1)c1ccc2c(c1)OCCO2)NC1CCCCC1`?
14-3-3 Bad inh: -4; NPY Y1 blocker: 0; PGE2 EP2 inh: 6; PPC-1+TRAIL kill: -5; TRPML3 ag: 0.1; CHOP inh: -6; zfTRPN1 agonist: 0.5; EP2 mod: 16; NPY-Y1 PAM-ag: -5

Results for CCOCCCNC(=O)C1CCN(C(=O)Nc2ccc(Cl)cc2)CC1 ?
14-3-3 Bad inh: 9; NPY Y1 blocker: -2; PGE2 EP2 inh: 5; PPC-1+TRAIL kill: 10; TRPML3 ag: 0.8; CHOP inh: 3; zfTRPN1 agonist: -0.2; EP2 mod: 7; NPY-Y1 PAM-ag: -14

Results for O=C(NCCN1CCc2ccccc2C1)C1CCN(S(=O)(=O)N2CCCCC2)CC1 ?
14-3-3 Bad inh: 10; NPY Y1 blocker: 2; PGE2 EP2 inh: 9; PPC-1+TRAIL kill: -7; TRPML3 ag: 0.6; CHOP inh: -14; zfTRPN1 agonist: 1.1; EP2 mod: -6; NPY-Y1 PAM-ag: 5

How did O=C(CCc1nc(-c2ccccc2)no1)NCc1ccco1 do in these assays?
14-3-3 Bad inh: -12; NPY Y1 blocker: 4; PGE2 EP2 inh: 15; PPC-1+TRAIL kill: -2; TRPML3 ag: 0.4; CHOP inh: 11; zfTRPN1 agonist: -0.1; EP2 mod: 4; NPY-Y1 PAM-ag: -9

How did COc1ccc(N(C(=O)COc2ccc(F)cc2)S(=O)(=O)c2ccc(C)cc2)cc1 do in these assays?
14-3-3 Bad inh: 5; NPY Y1 blocker: 1; PGE2 EP2 inh: 5; PPC-1+TRAIL kill: -4; TRPML3 ag: -0.2; CHOP inh: 15; zfTRPN1 agonist: -0.9; EP2 mod: 32; NPY-Y1 PAM-ag: 14

How did COc1ccc(CC(=O)NCCC2=CCCCC2)cc1 do in these assays?
14-3-3 Bad inh: -5; NPY Y1 blocker: 4; PGE2 EP2 inh: 6; PPC-1+TRAIL kill: 2; TRPML3 ag: -0.8; CHOP inh: -6; zfTRPN1 agonist: -2.8; EP2 mod: -30; NPY-Y1 PAM-ag: -4

How did Cc1cc(C)c2c(=O)[nH]c(SCC(=O)NCCc3ccccc3)nc2n1 do in these assays?
14-3-3 Bad inh: -3; NPY Y1 blocker: 6; PGE2 EP2 inh: 10; PPC-1+TRAIL kill: 2; TRPML3 ag: 0.0; CHOP inh: -7; zfTRPN1 agonist: -0.1; EP2 mod: 13; NPY-Y1 PAM-ag: -11

Results for CC1Cc2ccccc2N1CC(=O)NC(=O)NC1CCCC1 (configuration not stated) ?
14-3-3 Bad inh: -12; NPY Y1 blocker: -1; PGE2 EP2 inh: 5; PPC-1+TRAIL kill: -2; TRPML3 ag: -0.2; CHOP inh: 18; zfTRPN1 agonist: -1.1; EP2 mod: 40; NPY-Y1 PAM-ag: 8

Looked up by structure from above:
How did COc1ccc(CC(=O)NCCC2=CCCCC2)cc1 do in these assays?
14-3-3 Bad inh: -5; NPY Y1 blocker: 4; PGE2 EP2 inh: 6; PPC-1+TRAIL kill: 2; TRPML3 ag: -0.8; CHOP inh: -6; zfTRPN1 agonist: -2.8; EP2 mod: -30; NPY-Y1 PAM-ag: -4

Results for O=C(NCCN1CCc2ccccc2C1)C1CCN(S(=O)(=O)N2CCCCC2)CC1 ?
14-3-3 Bad inh: 10; NPY Y1 blocker: 2; PGE2 EP2 inh: 9; PPC-1+TRAIL kill: -7; TRPML3 ag: 0.6; CHOP inh: -14; zfTRPN1 agonist: 1.1; EP2 mod: -6; NPY-Y1 PAM-ag: 5

Following part.
What do the screens show for `COc1ccc(CCN(C)C(=O)N2CCOCC2)cc1OC`?
14-3-3 Bad inh: 2; NPY Y1 blocker: -2; PGE2 EP2 inh: 4; PPC-1+TRAIL kill: 5; TRPML3 ag: -0.3; CHOP inh: 16; zfTRPN1 agonist: 0.9; EP2 mod: 5; NPY-Y1 PAM-ag: -5

What do the screens show for `Cc1ccsc1-c1nc(CN2C[C@@H](C)O[C@@H](C)C2)c(C)o1`?
14-3-3 Bad inh: 0; NPY Y1 blocker: -1; PGE2 EP2 inh: 1; PPC-1+TRAIL kill: 16; TRPML3 ag: 0.3; CHOP inh: 27; zfTRPN1 agonist: 3.3; EP2 mod: 11; NPY-Y1 PAM-ag: 2

Results for Cc1c(Nc2c3ccccc3nc3ccccc23)c(=O)n(-c2ccccc2)n1C ?
14-3-3 Bad inh: -5; PGE2 EP2 inh: 13; PPC-1+TRAIL kill: -5; TRPML3 ag: 2.3; CHOP inh: -7; zfTRPN1 agonist: 0.6; EP2 mod: -19; NPY-Y1 PAM-ag: -8

What do the screens show for `CCCC(=O)NC(=S)Nc1cccc(NC(=O)c2ccccc2)c1`?
14-3-3 Bad inh: -11; NPY Y1 blocker: -2; PGE2 EP2 inh: 4; PPC-1+TRAIL kill: 6; TRPML3 ag: 0.5; CHOP inh: -5; zfTRPN1 agonist: -0.2; EP2 mod: -59; NPY-Y1 PAM-ag: 0

How did Cn1c(N)c(C(=O)Nc2c(Cl)cccc2Cl)sc1=S do in these assays?
14-3-3 Bad inh: -1; PGE2 EP2 inh: 13; PPC-1+TRAIL kill: -1; TRPML3 ag: -0.6; CHOP inh: 21; zfTRPN1 agonist: -0.5; EP2 mod: -17; NPY-Y1 PAM-ag: 18

What do the screens show for `CC1(C)CC(=O)C(/C=N/c2ccccn2)=C(O)C1`?
14-3-3 Bad inh: -4; NPY Y1 blocker: 5; PGE2 EP2 inh: 9; PPC-1+TRAIL kill: 0; TRPML3 ag: 0.5; CHOP inh: 24; zfTRPN1 agonist: -1.1; EP2 mod: 16; NPY-Y1 PAM-ag: -10

What do the screens show for `Cc1ccc(Cl)cc1NC(=O)COC(=O)Cn1cnc2c1c(=O)n(C)c(=O)n2C`?
14-3-3 Bad inh: -8; NPY Y1 blocker: 2; PGE2 EP2 inh: 23; PPC-1+TRAIL kill: 8; TRPML3 ag: 0.4; CHOP inh: -5; zfTRPN1 agonist: 0.3; EP2 mod: 13; NPY-Y1 PAM-ag: -6

Results for CCOC(=O)C1=NN(c2ccc(C)cc2)CC1C(=O)OC (configuration not stated) ?
14-3-3 Bad inh: 3[fluorescence artefact?]; NPY Y1 blocker: -2; PGE2 EP2 inh: 5; PPC-1+TRAIL kill: 22; TRPML3 ag: 0.0; CHOP inh: 15; zfTRPN1 agonist: -1.4; EP2 mod: 9; NPY-Y1 PAM-ag: 1

How did O=C(CNC(=O)c1ccc(Cl)cc1)OCC(=O)N1CCCC1 do in these assays?
14-3-3 Bad inh: 1; NPY Y1 blocker: 1; PGE2 EP2 inh: 1; PPC-1+TRAIL kill: 9; TRPML3 ag: 0.5; CHOP inh: -1; zfTRPN1 agonist: 0.2; EP2 mod: 9; NPY-Y1 PAM-ag: -13

What do the screens show for `CCCc1cc(C(=O)Nc2ccc(C)cc2)no1`?
14-3-3 Bad inh: 1; NPY Y1 blocker: -2; PGE2 EP2 inh: 13; PPC-1+TRAIL kill: -1; TRPML3 ag: -0.1; CHOP inh: -11; zfTRPN1 agonist: -0.4; EP2 mod: 12; NPY-Y1 PAM-ag: 6

What do the screens show for `O=C(CCSCCC(=O)Nc1c(F)c(F)c(F)c(F)c1F)Nc1c(F)c(F)c(F)c(F)c1F`?
14-3-3 Bad inh: 3; NPY Y1 blocker: -2; PGE2 EP2 inh: 6; PPC-1+TRAIL kill: 11; TRPML3 ag: 0.6; CHOP inh: -20; zfTRPN1 agonist: -2.2; EP2 mod: -31; NPY-Y1 PAM-ag: -4

What do the screens show for `O=C(NCCCCCCCCCNC(=O)C(F)(F)F)C(F)(F)F`?
14-3-3 Bad inh: 2; NPY Y1 blocker: -2; PGE2 EP2 inh: 3; PPC-1+TRAIL kill: 1; TRPML3 ag: -0.3; CHOP inh: 5; zfTRPN1 agonist: -0.8; EP2 mod: -4; NPY-Y1 PAM-ag: 5

What do the screens show for `CCn1c(SCc2ccc(F)cc2)nc2c(c1=O)SCC2`?
14-3-3 Bad inh: -7; NPY Y1 blocker: 8; PGE2 EP2 inh: 10; PPC-1+TRAIL kill: 18; TRPML3 ag: -1.7; CHOP inh: 15; zfTRPN1 agonist: -3.5; EP2 mod: 58; NPY-Y1 PAM-ag: -5

Results for COc1ccc(N(C)C(=O)Nc2ccc3nsnc3c2)cc1 ?
14-3-3 Bad inh: -27; NPY Y1 blocker: -2; PGE2 EP2 inh: 8&4; PPC-1+TRAIL kill: 6; TRPML3 ag: 0.9; CHOP inh: 9; zfTRPN1 agonist: 2.2; EP2 mod: -89&-55; NPY-Y1 PAM-ag: 8

Some of the compounds tested; the hit share may differ from the screen's.
